# TAAR1 antag: antagonists of human TAAR1. Q96RJ0. CHO RD-HGA16 TAAR1, Fluo-8 calcium fluorescence, antagonist. AID 624466. actives 1.5% (n = 360,000). inhibition, % at 3 µM;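 active means inhibition above a per-plate cutoff, the mean inhibition of test compounds on that plate plus 3 SD, cut at about 49% in these data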;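 further: 0% = DMSO plus EC80 beta-PEA response and 100% = DMSO alone without agonist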
# Target sequence (Q96RJ0 whole entry, looked up): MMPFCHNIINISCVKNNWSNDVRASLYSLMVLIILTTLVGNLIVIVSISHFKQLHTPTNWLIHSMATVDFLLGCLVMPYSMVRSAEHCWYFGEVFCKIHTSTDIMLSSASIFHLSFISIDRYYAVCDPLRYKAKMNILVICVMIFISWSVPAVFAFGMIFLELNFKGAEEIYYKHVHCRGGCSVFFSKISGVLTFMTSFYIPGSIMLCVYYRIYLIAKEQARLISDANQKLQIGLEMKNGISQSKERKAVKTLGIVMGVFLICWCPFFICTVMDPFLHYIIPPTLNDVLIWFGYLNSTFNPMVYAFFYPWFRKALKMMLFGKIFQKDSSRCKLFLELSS
#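 Material: CHO RD-HGA16 cells bearing hTAAR1; compound dosing: one-point dosing, 3 µM nominal final; schedule: dye loading 75 min at 37 °C, then 30 min room temperature; measured by: calcium fluorescence with Fluo-8; control set: vehicle and agonist controls; replication: n of 1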
# OXTR potentiator: potentiates the human oxytocin receptor response. P30559. CHO-OTR cells, Fluo-8 calcium fluorescence, potentiator mode; 0% = oxytocin EC15, 100% = EC100. activation, % at 3 µM. actives 0.061% (n = 320,000). AID 2445;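 active means activation above that plate's cutoff, the mean activation of tested compounds plus 3 SD, cut at about 6.6% in these data, passing the limit was not always enough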;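 further: 100% uses oxytocin at 75 nM as the full agonist control; some results filed as inactive read as strong as hits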
# Target sequence (P30559 whole entry, looked up): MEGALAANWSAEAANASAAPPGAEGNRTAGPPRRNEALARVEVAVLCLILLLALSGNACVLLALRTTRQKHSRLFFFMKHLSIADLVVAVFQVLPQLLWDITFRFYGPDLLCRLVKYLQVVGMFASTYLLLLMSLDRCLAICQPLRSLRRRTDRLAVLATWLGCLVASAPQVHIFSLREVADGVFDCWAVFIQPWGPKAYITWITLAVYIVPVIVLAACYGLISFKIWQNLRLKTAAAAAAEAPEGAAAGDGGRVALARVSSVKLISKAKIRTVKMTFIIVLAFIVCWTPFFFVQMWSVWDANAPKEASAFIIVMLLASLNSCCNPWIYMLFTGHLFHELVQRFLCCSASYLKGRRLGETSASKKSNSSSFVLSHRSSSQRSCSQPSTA
#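 test system = CHO-OTR cells, human receptor | compound = single-point 3.0 µM | schedule = 6 min compound pre-incubation at room temperature, 100 s kinetic read | signal = Fluo-8 no-wash calcium dye fluorescence, excitation 470-495 nm, emission 515-575 nm | repeats = single well per compound, singlicate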
# OXTR agonist: human OXTR agonism. activation, % at 3 µM. AID 2435. CHO-OTR cells, Fluo-8 calcium fluorescence; normalized: DMSO 0%, oxytocin 100%. actives 0.32% (n = 320,000). P30559;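 active means activation above the mean of all tested compounds plus 3 SD, cutoff set per screening run, cut at about 20% in these data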;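 further: peak over basal fluorescence ratio from a 100 s FLIPR kinetic read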
# CHO parental Ca: counter-screen for OX1R antagonists: effect in parental CHO cells. AID 463079. actives 0.63% (n = 330,000). inhibition, % at 5.6 µM. parental CHO-K1, ATP-induced calcium, Fluo-8 fluorescence;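 active means inhibition above that plate's mean sample inhibition plus 3 SD, cut at about 26% in these data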;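 further: 0% = ATP-challenged DMSO wells and 100% = DMSO wells without ATP; some compounds past the cut are filed as inactive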
#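 Material: Parental CHO cells | Reagent: ATP | Compound dosing: Single nominal dose of 5.6 µM per compound | Detection: Intracellular calcium via Fluo-8 no-wash fluorescent dye | Read-out: % inhibition of ATP-induced calcium mobilization | Benchmarks: Low control ATP plus DMSO, high control DMSO only | Replicates: Singlicate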
# M1 ag: agonists of human M1 muscarinic receptor; CHO-K1 hM1, Fluo-8 calcium fluorescence, agonist mode; 0% DMSO, 100% acetylcholine EC100; activation, % at 3 µM; actives 0.33% (n = 360,000);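 active means activation above the run's mean compound activation plus 3 SD, cut at about 16% in these data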;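 further: peak over basal fluorescence ratio within a 140 s kinetic read after compound addition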
# M1 PAM: potentiates human M1 receptor response to acetylcholine; P11229; CHO-K1 hM1, Fluo-8 calcium fluorescence, ACh EC20; 0% = ACh EC20, 100% = maximal ACh; AID 588819; activation, % at 3 µM; actives 0.088% (n = 360,000); in the data active means activation above about 19%, passing the limit was not always enough
# M1 antag: human CHRM1 antagonism; CHO-K1 hM1, Fluo-8 calcium fluorescence, ACh EC80 antagonist; inhibition, % at 3 µM; actives 1.3% (n = 360,000); P11229; AID 588852;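 active means percent inhibition above its own plate's cutoff, namely the mean of that plate's compound wells plus 3 SD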;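 further: peak over basal fluorescence ratio during 140 s after agonist addition; 0% = ACh EC80 plus DMSO and 100% = DMSO alone without agonist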
# TAAR1 ag: agonists of human TAAR1; actives 0.99% (n = 360,000); activation, % at 3 µM; AID 624467; CHO RD-HGA16 TAAR1, Fluo-8 calcium fluorescence; vehicle wells 0%, saturating PEA agonist 100%; Q96RJ0;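 active means activation above the mean activation of all test compounds in the run plus 3 SD, cut at about 38% in these data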
#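 System: CHO-derived RD-HGA16 cells with stable Gα16 and human TAAR1. Times: 17-24 h plating, Fluo-8 75 min 37 °C, 30 min RT. Measured by: calcium-sensitive Fluo-8 signal, excitation 470-495, emission 515-575 nm. Read-out basis: % activation relative to PEA EC100 response. Control set: DMSO and PEA EC100. Repeats: no replicates (n 1).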
# V1R ag counter: counter-screen for oxytocin receptor agonists: human V1a receptor agonists; P37288; CHO-V1R cells, Fluo-8 calcium fluorescence, agonist mode; 0% DMSO, 100% 3 nM vasopressin; activation, % at 3 µM; actives 0.25% (n = 320,000); AID 2797;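 active means activation above the mean activation of all tested compounds plus 3 SD, per screening run, cut at about 20% in these data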;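 further: signal is peak over basal fluorescence ratio across a 100 second FLIPR read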
# Numbers without * were called inactive; x = not tested or not shown.
[1] O=C(Oc1ccccc1C(=S)N1CCCCC1)c1cc([N+](=O)[O-])cc([N+](=O)[O-])c1
[2] COc1cc2c(cc1OC)C(c1cc(Br)ccc1F)N(C(=O)CCl)CC2 (configuration not stated)
[3] COc1cc(N(C)C)c([N+](=O)[O-])cc1C(=O)NC(C)CNc1ccc([N+](=O)[O-])cc1Cl (configuration not stated)
[4] COc1ccc(NC(=S)Nc2ccccc2Cl)cn1
[5] COc1ccc(N2CCC(N3CCN(C)C(CCO)C3)CC2)cc1 (configuration not stated)
[6] COc1ccc(N(CC(=O)Nc2ccc3c(c2)OCCO3)S(=O)(=O)c2cccc(C)c2)cc1
[7] Cc1ccc(NC(=O)C(C)Sc2nnc(C)n2CC2CCCO2)cc1 (configuration not stated)
[8] Cc1ccc(S(=O)(=O)/N=C(/NC(=S)Nc2c(C)n(C)n(-c3ccccc3)c2=O)c2ccccc2)cc1

assay / entry,1,2,3,4,5,6,7,8
TAAR1 ag,-2,1,-2,1,2,3,7,4
V1R ag counter,-1.6,7.0,0.4,1.4,0.0,x,x,-0.2
OXTR potentiator,-9,-7,-6,-11,-19,x,x,-5
M1 ag,-5,4,-5,-6,-5,-1,-7,-6
OXTR agonist,-2.2,1.8,-1.4,1.0,-0.2,x,x,0.3
TAAR1 antag,25,10,10,-12,-4,26,2,-15
M1 antag,-4,-1,-3,-9,1,14,-12,-5
CHO parental Ca,-21,-8,-5,-4,-3,x,x,-14
M1 PAM,1,12,-2,7,2,-4,10,5

[9] Fc1cc(Cl)ccc1NC(=S)NCCN1CCOCC1
[10] O=C(NCCc1ccc(Cl)cc1)c1ccc(S(=O)(=O)N2CCCC2)cc1
[11] O=C(Nc1cc(C(=O)N2CCN(c3ccccc3)CC2)ccc1Cl)c1cccs1
[12] CC1CCCC(C)N1CCCNC(=O)c1ccc2c(c1)NC(=O)c1ccccc1S2 (configuration not stated)
[13] Cc1csc(NC(=O)CSc2ccc3nnc(CCNS(=O)(=O)c4ccccc4)n3n2)n1
[14] CC(C)C(=O)N(Cc1cc2ccccc2[nH]c1=O)C(C)C
[15] Cn1c(COc2ccccc2)nnc1SCC(=O)NNC(=O)C1CCCCC1
[16] CC(=O)NCCn1c(SCC(=O)OCc2ccccc2)nc2ccccc2c1=O

assay / entry,9,10,11,12,13,14,15,16
TAAR1 ag,0,24,8,0,0,8,4,11
V1R ag counter,0.9,4.2,-0.1,-0.6,-0.1,0.0,0.3,0.0
OXTR potentiator,-11,0,-9,-9,-3,-2,1,-2
M1 ag,-1,-3,-2,-6,-6,-4,-4,-2
OXTR agonist,-0.3,2.6,-0.6,0.1,0.1,0.2,-0.1,0.0
TAAR1 antag,-2,19,30,4,-12,9,-17,3
M1 antag,-11,-6,1,84*,-4,-9,-2,-3
CHO parental Ca,-16,-17,-22,0,-13,-14,1,-13
M1 PAM,9,6,0,-24,2,2,6,2

# Next section, overlapping the part above by 4 compounds.
[13] Cc1csc(NC(=O)CSc2ccc3nnc(CCNS(=O)(=O)c4ccccc4)n3n2)n1
[14] CC(C)C(=O)N(Cc1cc2ccccc2[nH]c1=O)C(C)C
[15] Cn1c(COc2ccccc2)nnc1SCC(=O)NNC(=O)C1CCCCC1
[16] CC(=O)NCCn1c(SCC(=O)OCc2ccccc2)nc2ccccc2c1=O
[17] O=C(NCc1ccc(F)cc1)c1ccc(CS(=O)(=O)Cc2ccc(F)cc2)o1
[18] CCCNC(=O)CCc1nnc2ccc(N3CCC(C)CC3)nn12
[19] CN1C(=O)N(CC(=O)Nc2nccs2)C(=O)C12CCCCC2
[20] CCOC(=O)c1cc[nH]c1C
[21] CC(=O)N1CCN(C2=Nc3cccc4cccc2c34)CC1
[22] O=C(COc1ccc([N+](=O)[O-])cc1)NCc1ccncc1
[23] CCCCOc1ncnc2c1[nH]c1ccc(F)cc12
[24] CCCCCCn1nc(C(=O)N(CCOC)c2c(N)n(CCCC)c(=O)[nH]c2=O)c2ccccc2c1=O

assay / entry,13,14,15,16,17,18,19,20,21,22,23,24
TAAR1 ag,0,8,4,11,12,-2,2,3,8,11,9,1
V1R ag counter,-0.1,0.0,0.3,0.0,9.1,-0.2,0.3,-0.3,0.4,1.8,8.1,-0.7
OXTR potentiator,-3,-2,1,-2,-15,-12,-2,2,-2,-4,-7,-6
M1 ag,-6,-4,-4,-2,-2,-8,-2,-7,-7,-6,-3,-7
OXTR agonist,0.1,0.2,-0.1,0.0,7.8,-1.6,0.0,0.3,0.1,0.7,11,-2.1
TAAR1 antag,-12,9,-17,3,9,0,9,5,2,5,29,-18
M1 antag,-4,-9,-2,-3,-1,-8,2,3,7,-1,29,-3
CHO parental Ca,-13,-14,1,-13,-13,-11,-2,11,-8,-10,32*,-23
M1 PAM,2,2,6,2,0,5,2,-3,0,-7,-7,4

[25] CC(C)Nc1nc(Cl)nc(NC2CCCCC2)n1
[26] O=C(COC(=O)/C=C/c1ccccc1[N+](=O)[O-])Nc1ccc(S(=O)(=O)N2CCOCC2)cc1
[27] CC(=O)Nc1ccc(NS(=O)(=O)c2ccc(-c3cnc(C4CC4)o3)cc2)cc1
[28] COc1ccc2c(c1)CCc1c(C(=O)N3CCCC3)noc1-2
[29] Cc1cccc2nc(C(=O)Nc3cc(Cl)ccc3-n3cncn3)cn12
[30] Cc1cc2cc3n(c2nn1)N=C(Cl)CC3
[31] C/C(=N\NS(=O)(=O)c1ccccc1)c1cccc(NC(=O)c2cccc(Cl)c2)c1
[32] COc1ccc(Cl)c2sc(N3CCN(C(C)=O)CC3)nc12

assay / entry,25,26,27,28,29,30,31,32
TAAR1 ag,2,5,8,8,13,0,3,1
V1R ag counter,-2.1,4.1,4.0,-0.7,0.9,x,-0.1,0.8
OXTR potentiator,1,-11,-8,-7,-7,x,-9,5
M1 ag,-5,2,-3,-5,-2,-4,-3,-3
OXTR agonist,-2.1,2.2,3.4,-0.4,-0.3,x,-0.9,0.7
TAAR1 antag,-13,-4,-16,1,0,6,26,-8
M1 antag,-2,-9,15,-13,-12,-6,3,-5
CHO parental Ca,-19,-8,4,-7,-11,x,-26,-17
M1 PAM,1,2,-5,7,10,9,1,4

[33] COc1cccc(N2CC(NS(=O)(=O)c3cccs3)CC2=O)c1 (configuration not stated)
[34] O=C(c1cc(COc2c(F)cccc2F)on1)N(Cc1ccccc1)CC1CC1
[35] O=C(NCc1ccco1)[C@@H]1CCCN1C(=O)c1cccs1
[36] Cc1ccc(CNC(=O)CSc2nc3ccsc3c(=O)n2Cc2ccccn2)cc1
[37] CCOc1ccc(C2C(C#N)=C(N)Oc3nc[nH]c(=O)c32)cc1OC (configuration not stated)
[38] CSc1ccc(C=O)cc1
[39] CC(C)C(=O)N1CCN(c2ccc(NC(=O)c3ccc([N+](=O)[O-])o3)cc2Cl)CC1
[40] CCOc1ccc(S(=O)(=O)N2CCN=C2c2ccccc2)cc1

assay / entry,33,34,35,36,37,38,39,40
TAAR1 ag,2,-1,6,3,10,0,17,-1
V1R ag counter,-0.7,-0.9,-0.7,0.3,-0.5,1.8,x,0.9
OXTR potentiator,-9,-12,0,-24,-18,-4,x,3
M1 ag,-3,-5,1,-5,-3,-1,-2,-4
OXTR agonist,-0.5,-2.5,0.1,-0.1,1.9,1.4,x,0.1
TAAR1 antag,-14,-3,3,12,0,-5,27,-13
M1 antag,-3,-1,-15,-4,5,-10,-1,0
CHO parental Ca,-1,-27,3,-11,-4,-11,x,-9
M1 PAM,6,-1,13,8,1,4,1,1

[41] Cc1ccc2cccc(Oc3ncnc4sc(C)c(C)c34)c2n1
[42] COc1cc(NC(=O)c2ccc3c(c2)OCO3)ccc1NC(=O)C(C)C
[43] O=C(COC(=O)[C@@H]1CC(O)CN1S(=O)(=O)c1ccc2c(c1)OCCO2)Nc1ccccc1F (some centres not stated)
[44] COc1ccc(NC(=O)CN(c2ccc(OC)c(Cl)c2)S(=O)(=O)c2ccccc2)c(OC)c1
[45] O=C(OCc1ccc(Cl)c(Cl)c1)c1ccc[nH]1
[46] O=C(Nc1ccc(Br)cc1Cl)Nn1cnnc1
[47] COc1ccc(OC)c(-n2c(SCC(=O)Nc3cccc(S(N)(=O)=O)c3)nc3ccccc3c2=O)c1
[48] N#CCSc1nnc(COc2ccccc2)n1-c1ccccc1

assay / entry,41,42,43,44,45,46,47,48
TAAR1 ag,3,8,1,-1,4,9,2,2
V1R ag counter,-0.9,1.6,0.4,-0.4,2.4,0.9,-0.3,1.1
OXTR potentiator,1,-12,-11,-14,-3,-7,-3,-5
M1 ag,-3,-3,-4,-3,-5,0,-4,6
OXTR agonist,-1.4,0.0,0.2,-0.7,0.2,0.4,0.0,0.6
TAAR1 antag,-15,6,-23,-15,4,1,-24,-27
M1 antag,3,-8,-5,-4,3,1,-2,11
CHO parental Ca,-20,-11,-13,-18,-4,4,-23,17
M1 PAM,-2,11,6,4,-4,1,3,2

[49] c1ccc(-c2onc(-c3ccco3)c2-c2ccc3c(c2)OCO3)cc1
[50] COC(=O)c1ccc(/C=C/C(=O)OCC(=O)NCc2cccs2)cc1
[51] CCc1ccc(N2CC(C(=O)Nc3ccc(S(=O)(=O)N4CCCCC4)cc3)CC2=O)cc1 (configuration not stated)
[52] O=C(Cc1nnc(NC(=O)c2ccccc2)s1)N/N=C/c1ccc(O)cc1
[53] COc1ccc(NS(=O)(=O)c2ccc(C)cc2)c([N+](=O)[O-])c1
[54] CN(C(=O)C1CCCO1)c1nnc(-c2ccccn2)s1 (configuration not stated)
[55] CCC(CC)C(=O)Nc1cccc(C(=O)N2CCOCC2)c1
[56] O=C1CCC(C(=O)N2CCC(O)(c3ccccc3)CC2)CN1CCc1ccccc1 (configuration not stated)
[57] CCC(C)[C@H](NC(=O)N1CC(=O)Nc2ccccc21)C(=O)N[C@@H](C(=O)O)c1ccccc1 (some centres not stated)

assay / entry,49,50,51,52,53,54,55,56,57
TAAR1 ag,0,3,4,11,-2,9,3,0,0
V1R ag counter,0.1,4.4,1.7,-0.6,-1.5,0.2,0.1,x,-0.1
OXTR potentiator,-11,-1,-12,-10,-4,-11,-4,x,-6
M1 ag,-7,-1,0,-2,-4,0,-4,-2,-2
OXTR agonist,-1.8,10,-1.0,-1.1,-1.5,-0.6,-0.7,x,0.1
TAAR1 antag,7,11,-2,-7,-38,1,2,6,-2
M1 antag,-8,-16,-5,-1,-14,-11,-10,-1,-2
CHO parental Ca,-12,-9,-16,-2,11,3,-5,x,17
M1 PAM,4,6,13,-2,-4,12,11,2,0

# Screening results from PubChem BioAssay.
